Source: PubChem BioAssay (National Center for Advancing Translational Sciences (NCATS))
S3 lipid droplet = qHTS Assay for Lipid Storage Modulators in Drosophila S3 Cells; Drosophila S3 cells, BODIPY lipid droplet fluorescence, 18-24 h; cells fed with added oleic acid; lipid storage change, negative = inhibition, % at the top dose, mostly 46.1 µM; hits show Potency in µM; AID 2685; hit rate 0.64% among 320,000; active means well fitted inhibition curve with a large enough effect in the signal ratio, with a control signal flat, not every such curve was filed as active; inconclusive means small, poorly fitted or top-dose-only effect, or effect the other way, or a change in a side signal; the % refers to the signal ratio
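Drosophila S3 cells loaded with oleic acid (400 uM, as added) and compounds at several concentrations; lipid droplets imaged by 488-nm laser-scanning cytometry, 500–530 nm intensity and object ratio to cell channel. Percent activity normalized to 20 uM Triacsin C.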
S3 lipid droplet cell count max = further read-out of S3 lipid droplet, marked with its call; cell number change, %; measured here: cell count max response;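 cells counted by Cell Tracker Red CMTPX staining in the red channel; peak over a dose series mostly up to 46.1 µM; percent activity relative to internal control wells on each plate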
The depositor's hits bear a star; i = inactive; ? = inconclusive; nt = no result given. On the % scale 0 is the no-effect control and ±100 the full control effect; potency means the concentration at half of the fitted maximal effect. Some of the compounds tested (hit frequency here may not be typical).

SMILES	S3 lipid droplet	S3 lipid droplet cell count max
O=C(c1ccco1)N1N=C(c2cccs2)CC1c1cc([N+](=O)[O-])ccc1O (configuration not stated)	i	5
CC(C)n1c(/N=C/c2c[nH]c3ccccc23)nc2ccccc21	?	nt
CCN(CC(=O)Nc1c(F)cccc1F)C(=O)CCNS(=O)(=O)c1ccc(C)c(C)c1	13%	20
Cc1cc(NC(=O)CSc2nnc(-c3ccc([N+](=O)[O-])cc3)o2)no1	?	nt
COc1ccccc1CN=Cc1[nH]c2ccc(Br)c(Cl)c2c1O	?	nt
CCc1ccccc1N(CC(=O)NCc1ccc(OC)cc1)C(=O)CCC(=O)Nc1ccccn1	29%	-3
Cc1cccc(OCc2nnc(SCC(=O)N(C)C3CCCCC3)o2)c1	?	nt
CCOC(=O)c1ccc(NC(=O)C2(c3ccc(OC)cc3)CCOCC2)cc1	-1%	17
CS(=O)(=O)N(CC(=O)NCc1ccccc1Cl)Cc1ccccc1	?	nt
O=C(CCCc1nc2ccccc2s1)Nc1nccs1	-1%	-17
c1ccc2c(NC3CCCC3)nnc(NC3CCCC3)c2c1	?	nt
CC(=O)N1Cc2[nH]c3ccccc3c2CC1C(=O)O (configuration not stated)	?	nt
COc1ccccc1-c1cnn2c(NCCc3ccccc3)cc(C)nc12	?	nt
O=C(NCCn1ccc2ccccc21)c1cccc([N+](=O)[O-])c1	7%	nt
CC(=O)NC(Cc1ccccc1C)C(=O)NC1CCN(C(=O)NCc2ccccc2)CC1 (configuration not stated)	?	nt
CCOC(=O)CCN	i	3
O=C(COc1ccc(C(=O)Nc2ccc(Cl)cc2)cc1)NCc1ccccc1	?	nt
COc1cccc(Nc2nc(-c3cccnc3)cs2)c1	i	-20
CCc1ccc(N2C(=O)C(Cl)=C(N3CCOCC3)C2=O)cc1	-6%	-5
Cc1cc(C)cc(OCC(=O)NNC(=O)c2cc3ccccc3o2)c1	?	nt
CC(=O)Nc1ccc(S(=O)(=O)NCC2CCC(C(=O)NCCCN3CCCC3=O)CC2)cc1 (configuration not stated)	?	nt
COc1ccc2nc(NC(=O)CSc3nc(C)cc(=O)[nH]3)sc2c1	i	-1
Cc1ccc(S(=O)(=O)N2CCCCC2)cc1NC(=O)COC(=O)Cc1cccc2ccccc12	?	nt
CSCCC(NC(=O)c1ccco1)C(=O)N1CCC(C(N)=O)CC1 (configuration not stated)	?	nt
COc1ccc(C(=O)C2CCCN(Cc3nc4ccccc4nc3C)C2)cc1OC (configuration not stated)	-23%	-20
CCc1nc(CN2CCN(Cc3ccc(F)c(F)c3)C(CCO)C2)c(C)[nH]1 (configuration not stated)	9%	1
CCCCNC(=O)C1CCCN1S(=O)(=O)c1cccc2nsnc12 (configuration not stated)	-5%	0
Fc1ccc(-n2cc(-c3ccccc3)c3c(N4CCOCC4)ncnc32)cc1	11%	5
CC(C)(C)c1cc(C(=O)NNS(=O)(=O)c2ccccc2)n[nH]1	?	nt
Cc1ccc(NC(=O)CNC(=O)Cc2cccc3ccccc23)nc1	?	nt
O=[N+]([O-])c1ccc(N2CCCC2)nc1	0%	10
N#Cc1c(-c2ccccc2)nc(SCC(=O)Nc2ccccc2)[nH]c1=O	?	nt
Cc1cccc(NS(=O)(=O)c2cccc(C(=O)N3CC(C)OC(C)C3)c2)c1 (configuration not stated)	?	nt
Cc1c(C)n2c(SCC(=O)NC3CCCCC3)nnc2[nH]c1=O	?	nt
CCN1CCN(Cc2ccc(NC(=O)c3cc(NC(=O)c4cnn(-c5ccccc5)c4N)cc(OC)c3)cc2C(F)(F)F)CC1	-3%	4
Cc1ccc(NC(=O)C2CCCN(C(=O)c3ccc(Cl)cc3)C2)c(C)c1 (configuration not stated)	3%	0
COc1ccc(OCc2nnc(SCC(=O)c3c(N)n(C)c(=O)n(C)c3=O)n2-c2ccccc2F)cc1	7%	13
O=C(O)c1cc(NC(=S)NC(=O)C(c2ccccc2)c2ccccc2)ccc1Cl	?	nt
COc1ccccc1C(=O)NCCC(=O)NC1CCC(C)CC1 (configuration not stated)	?	nt
CCN1CCN(C(=O)CSc2nc3c(c(=O)n(C)c(=O)n3C)n2C)CC1	?	nt
CCn1c(SCC(=O)Nc2nccs2)nnc1-c1ccncc1	i	nt
O=C(Nc1ccc(Cl)cc1)N1CCOC12CCCCC2	?	nt
Cn1c(=O)c2sccc2n2c(CCCC(=O)NCCc3ccc(S(N)(=O)=O)cc3)nnc12	?	nt
Cc1nn(Cc2ccccc2)c(C)c1NC(=O)CSc1n[nH]c(C)c1[N+](=O)[O-]	0%	-1
c1ccc2[nH]c(CN3CCOCC3)nc2c1	?	nt
COCCOC(=O)C1=C(C)Nc2ncnn2C1c1ccccc1 (configuration not stated)	?	nt
CC12CCC(C(=O)NCc3ccccc3Cl)(C(Br)C1=O)C2(C)C (configuration not stated)	?	nt
CS(=O)(=O)c1ccc2nc(NC(=O)c3cc([N+](=O)[O-])cc([N+](=O)[O-])c3)sc2c1	?	nt
Cc1oc(-c2ccc(Cl)cc2)nc1CN1CCCC(C(=O)NCc2cccnc2)C1 (configuration not stated)	?	nt
COc1ccc(N2CCN(CC(=O)Nc3nc4c(s3)CC(C)CC4)CC2)cc1 (configuration not stated)	?	nt
Cc1nc2sc(C(c3cccs3)N3CCN(c4ccccc4)CC3)c(O)n2n1 (configuration not stated)	?	nt
Cc1ccc(CSc2nnc(NC(=O)Cn3cnc4ccccc4c3=O)s2)cc1	14%	7
CCn1c(=O)c(C(=O)NCCN2CCCCC2)c(O)c2ccccc21	i	15
Nc1ccc2oc(-c3ccc4nc[nH]c4c3)nc2c1	11%	18
O=C(COC(=O)c1ccc(S(=O)(=O)NCc2ccco2)cc1)Nc1ccc(OC(F)F)cc1	?	nt
Cc1ccc(CCN2CC(C(=O)NC3CCCCC3)CC2=O)cc1 (configuration not stated)	i	16
O=C(Nc1ccc(F)c(F)c1)c1cnc(-c2ccccc2)nc1-c1ccccc1	?	nt
CCn1c(=NC(=O)CCS(=O)(=O)c2ccccc2)sc2cccc(OC)c21	?	nt
Cc1cccc(-c2n[nH]c(=S)n2/N=C/c2cccs2)c1	-6%	-18
Cc1ccc2nc3c(cc(C(N)=S)c(=N)n3CCCOC(C)C)c(=O)n2c1	?	nt
(more compounds)
SMILES	S3 lipid droplet	S3 lipid droplet cell count max
Cn1c(=O)c2c(ncn2CC(=O)NC(C)(C)C)n(C)c1=O	?	nt
COc1cc(C(=O)Oc2cc(C)[nH]c(=O)c2[N+](=O)[O-])cc(OC)c1OC	-4%	21
OC1(c2ccccc2F)CCN(Cc2nnnn2Cc2ccc(F)cc2)CC1	20%	-4
COC(=O)c1c(C(=O)OC)c(-c2ccccc2)n2c1CS(=O)C2 (configuration not stated)	?	nt
CCOc1ccccc1/C=N/N1CCN(Cc2ccccc2)CC1	-9%	-1
CC1CCN(Cc2ccc(-c3nn[nH]n3)cc2)CC1	?	nt
Cc1cc2oc(=O)cc(CN3CCOCC3)c2cc1C	i	11
O=C1OC(Nc2nc3ccccc3s2)c2ccccc21 (configuration not stated)	-1%	0
CCOc1cc(/C=N/N=C2/NC(=O)C(CC(=O)O)S2)ccc1OS(=O)(=O)c1ccc(C)cc1 (configuration not stated)	15%	23
CCOc1ccc(-c2nnc(NC(=O)Cc3cc(OC)c(OC)c(OC)c3)o2)cc1	-8%	-8
Cc1ccc(C(=O)NCCNc2ccc(Cl)cc2[N+](=O)[O-])o1	-26%	-6
COc1nc(NCCc2ccc(OC)c(OC)c2)nc(NC(C)(C)CO)n1	3%	-1
Cc1ccc(S(=O)(=O)N2CCN(S(=O)(=O)c3cccs3)CC2)cc1	?	nt
O=c1cc(-c2ccccc2)c2c([nH]1)CCCC2	-8%	nt
O=C1CSC(c2ccncc2)N1Cc1ccco1 (configuration not stated)	9%	9
CC(=O)c1sc(NC(=O)Cc2c(F)cccc2Cl)nc1C	?	nt
CCOc1ccc(CN2CCN(Cc3nc(C(C)C)cs3)CC2CCO)cc1 (configuration not stated)	0%	1
CCN(CCn1cccn1)C(=O)CC1C(=O)NCCN1Cc1cc(OC)cc(OC)c1 (configuration not stated)	7%	-2
Cc1cccc(C)c1NC(=O)CN(C1CCCCC1)S(C)(=O)=O	-12%	12
CC(C)(C)[C@@H]1C=C(C(=O)NCc2ccccc2)O[C@H](OCc2ccc(CO)cc2)C1	7%	4

4 of these compounds, reformatted:
compound | S3 lipid droplet | S3 lipid droplet cell count max
CC(C)(C)[C@@H]1C=C(C(=O)NCc2ccccc2)O[C@H](OCc2ccc(CO)cc2)C1 | 7% | 4
O=C(Nc1ccc(Cl)cc1)N1CCOC12CCCCC2 | ? | nt
Cc1ccc(CSc2nnc(NC(=O)Cn3cnc4ccccc4c3=O)s2)cc1 | 14% | 7
COc1ccc(C(=O)C2CCCN(Cc3nc4ccccc4nc3C)C2)cc1OC (configuration not stated) | -23% | -20

(cont.)
SMILES	S3 lipid droplet	S3 lipid droplet cell count max
Cc1ccc(-c2nnc(N3CCCCCC3)c3ccccc23)cc1	?	nt
Cc1ccc(C(=O)NCCc2nc3ccccc3[nH]2)cc1[N+](=O)[O-]	?	nt
CCOc1[nH]n(-c2ccccc2)c(=O)c1C=Nc1ccc(F)cc1F	1%	20
O=C(/C=C/c1ccccc1Cl)NCCCn1ccnc1	?	nt
CN(c1cccc(Cl)c1)S(=O)(=O)c1cccc(C(=O)NC2=NCCS2)c1	-9%	-14
CC(=O)c1cc(-c2ccccc2)n(CCC(=O)NC2CCC(C)CC2)c1C (configuration not stated)	15%	27
CCOc1ccccc1C(=O)OCC(=O)NCC1CCCO1 (configuration not stated)	?	nt
COc1cccc(CN(CC(=O)NC2CCCC2)C(=O)CCC(=O)Nc2cc(C)on2)c1	i	nt
COC(=O)c1sc(C(F)(F)F)c(-c2ccccc2)c1S(=O)(=O)N(C)C	?	nt
O=C(Nc1ccnn1C1CCN(CCCC2CCCC2)CC1)c1ccccc1	-2%	1
Cc1cc(C(=O)COC(=O)c2n[nH]c(=O)c3ccccc23)c(C)n1C(C)C	13%	-6
COc1ccc(S(=O)(=O)Cc2ccc(C(=O)NC3CCCCCC3)o2)cc1	?	nt
Cc1cc(=O)[nH]c(NCc2ccc(Cl)cc2)n1	?	nt
CS(=O)(=O)NCCCNc1c(Cl)cccc1[N+](=O)[O-]	?	nt
O=c1cc(-c2ccc(O)c(O)c2)oc2ccc3ccccc3c12	?	nt
O=C(O)c1ccccc1S(=O)(=O)Cc1ccccc1	?	nt
Cc1cccc(C)c1NC(=O)CSc1nnnn1C	?	nt
COc1ccc2[nH]c(=O)c(CN(Cc3ccco3)C(c3nnnn3Cc3ccccc3)C(C)C)cc2c1 (configuration not stated)	?	nt
CCOc1ccccc1NC(=O)C1CCN(c2nc(-c3ccc(OC)cc3)no2)CC1	-2%	-10
CCCn1nnnc1SCC(=O)c1ccc2c(c1)OCCO2	?	nt

A different layout for 2 compounds above:
SMILES: O=c1cc(-c2ccc(O)c(O)c2)oc2ccc3ccccc3c12
- S3 lipid droplet = ?
- S3 lipid droplet cell count max = nt

SMILES: COc1ccc2[nH]c(=O)c(CN(Cc3ccco3)C(c3nnnn3Cc3ccccc3)C(C)C)cc2c1 (configuration not stated)
- S3 lipid droplet = ?
- S3 lipid droplet cell count max = nt

Reprinted at random: 5 entries already listed
SMILES	S3 lipid droplet	S3 lipid droplet cell count max
CCOc1ccccc1/C=N/N1CCN(Cc2ccccc2)CC1	-9%	-1
CCc1ccccc1N(CC(=O)NCc1ccc(OC)cc1)C(=O)CCC(=O)Nc1ccccn1	29%	-3
COC(=O)c1c(C(=O)OC)c(-c2ccccc2)n2c1CS(=O)C2 (configuration not stated)	?	nt
CC1CCN(Cc2ccc(-c3nn[nH]n3)cc2)CC1	?	nt
COc1cccc(Nc2nc(-c3cccnc3)cs2)c1	i	-20

Carrying on:
SMILES	S3 lipid droplet	S3 lipid droplet cell count max
COc1ccc2c(c1)CCc1c(C(=O)Nc3ccc(OC)c(OC)c3)noc1-2	?	nt
COc1ccc(NC(C)=O)cc1S(=O)(=O)N1CCc2ccccc21	-7%	-11
Cc1cccc(C)c1OCc1cc(C(=O)N(C)Cc2cc(C3CC3)n[nH]2)no1	?	nt
CCOc1cc(C2C(C(C)=O)=C(O)C(=O)N2CCc2c[nH]c3ccccc23)ccc1O (configuration not stated)	-20%	4
COc1cc(C(=O)OCC(=O)N2CCCC2)cc(OC)c1OC	i	14
Cc1cc(NC(=O)C(C)SCC(=O)O)no1 (configuration not stated)	?	nt
O=C(CC1Nc2ccccc2NC1=O)NCCc1ccccc1 (configuration not stated)	i	nt
CCOc1ccc(Nc2cc(C)nc(N3CCOCC3)n2)cc1	?	nt
Cc1cc(C)c2c(c1)OC(O)(C(F)F)CC2=O (configuration not stated)	?	nt
O=C(NCCN1CCN(C(=O)c2c(F)cccc2F)CC1)C(=O)Nc1ccc(Cl)cc1	?	nt
COc1ccc(CCNC(=O)CC2SC(=NCc3ccccc3)NC2=O)cc1 (configuration not stated)	9%	-3
CN=C1SC(CC(=O)NCCc2ccc(OC)c(OC)c2)C(=O)N1C (configuration not stated)	?	nt
CC(C)(C)c1ccc(C(=O)C=[N+]=[N-])cc1	i	-16
S=C(NCCc1ccccc1)N1CCN(C23CC4CC(CC(C4)C2)C3)CC1	0%	-12

An excerpt from above in order of heavy-atom count, rising:
SMILES	S3 lipid droplet	S3 lipid droplet cell count max
Cc1cc(NC(=O)C(C)SCC(=O)O)no1 (configuration not stated)	?	nt
O=C(CC1Nc2ccccc2NC1=O)NCCc1ccccc1 (configuration not stated)	i	nt
S=C(NCCc1ccccc1)N1CCN(C23CC4CC(CC(C4)C2)C3)CC1	0%	-12
Cc1cccc(C)c1OCc1cc(C(=O)N(C)Cc2cc(C3CC3)n[nH]2)no1	?	nt
